# LAP4-GFP MLPCN: yeast TOR pathway LAP4-GFP modulation; S. cerevisiae LAP4-GFP multiplex, flow cytometry GFP, 3 h; median GFP as percent of DMSO wells; GFP response vs DMSO, % at 10 µM; actives 0.34% (n = 320,000);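 active = GFP response vs DMSO above a set limit, about the screen mean plus 3 SD, cut at about 150% in these data; inconclusive = under 70 cell events counted for the yeast strain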
# VLA-4 inh: inhibition in a human VLA-4 binding assay. P13612. inhibition, % (about 7 µM as worked out from the volumes in the protocol). VLA-4 expressing cells, ligand binding flow cytometry. actives 0.2% (n = 330,000). AID 2557; in the data active = inhibition above about 50%
# Target sequence (P13612 whole entry, looked up): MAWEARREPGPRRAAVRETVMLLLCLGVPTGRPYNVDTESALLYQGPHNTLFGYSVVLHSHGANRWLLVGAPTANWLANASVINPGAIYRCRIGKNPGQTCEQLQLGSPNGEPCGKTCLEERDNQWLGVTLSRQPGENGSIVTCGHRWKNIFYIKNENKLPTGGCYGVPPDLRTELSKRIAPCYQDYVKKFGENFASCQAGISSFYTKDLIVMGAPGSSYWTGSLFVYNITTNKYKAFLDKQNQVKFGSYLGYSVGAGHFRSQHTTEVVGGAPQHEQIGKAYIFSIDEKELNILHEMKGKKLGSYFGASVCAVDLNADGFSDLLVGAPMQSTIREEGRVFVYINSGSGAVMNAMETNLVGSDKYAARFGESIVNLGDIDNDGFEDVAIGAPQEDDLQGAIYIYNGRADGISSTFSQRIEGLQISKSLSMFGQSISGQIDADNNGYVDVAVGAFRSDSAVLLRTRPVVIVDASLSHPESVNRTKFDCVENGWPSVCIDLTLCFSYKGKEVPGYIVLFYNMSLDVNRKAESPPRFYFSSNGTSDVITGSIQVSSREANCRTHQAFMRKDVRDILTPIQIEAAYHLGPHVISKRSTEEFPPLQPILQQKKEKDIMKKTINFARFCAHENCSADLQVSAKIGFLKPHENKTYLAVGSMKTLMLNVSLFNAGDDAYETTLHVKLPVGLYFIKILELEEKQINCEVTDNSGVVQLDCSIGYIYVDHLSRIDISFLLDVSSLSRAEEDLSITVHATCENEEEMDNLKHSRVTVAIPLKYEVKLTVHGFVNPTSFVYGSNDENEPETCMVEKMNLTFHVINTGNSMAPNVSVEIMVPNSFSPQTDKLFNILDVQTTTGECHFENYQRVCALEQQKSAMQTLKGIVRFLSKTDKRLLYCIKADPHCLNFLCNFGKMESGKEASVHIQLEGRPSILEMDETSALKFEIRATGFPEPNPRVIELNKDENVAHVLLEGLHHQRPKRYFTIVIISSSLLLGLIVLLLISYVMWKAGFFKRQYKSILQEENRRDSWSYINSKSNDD
# RPL19A TOR yeast: modulators of TOR pathway RPL19A-GFP in S. cerevisiae; percent response vs DMSO, % at 10 µM; AID 2025; S. cerevisiae RPL19A-GFP strain, flow cytometry, 3 h; stronger effect = lower value; actives 0.3% (n = 330,000);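 active = percent response vs DMSO below 50%; inconclusive = fewer than 70 events counted for the yeast strain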;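 note: median channel GFP fluorescence of the barcoded RPL19A-GFP strain; ratio of sample median GFP to plate DMSO average so 100% = DMSO; lower means less RPL19A-GFP as with rapamycin TOR inhibition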
# CIT2-GFP yeast: modulators of TOR pathway CIT2-GFP in S. cerevisiae. S. cerevisiae CIT2-GFP strain, flow cytometry, 3 h; 100 means same as DMSO wells. GFP response vs DMSO, % at 10 µM. actives 0.065% (n = 320,000);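 active = GFP response relative to DMSO above a set limit, near the screen mean plus 3 SD, cut at about 150% in these data; inconclusive = Fewer than 70 cells measured for a yeast strain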;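 note: ratio of well median GFP fluorescence to mean of DMSO wells on the plate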
# GRK2 aptamer HTS: blocks RNA aptamer binding to human GRK2 | inhibition of aptamer binding, % at 10 µM | bead flow cytometry, FAM-aptamer displacement from GRK2 | actives 0.59% (n = 330,000) | P25098 | AID 488847;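 active = inhibition of aptamer binding above 40%, roughly 3 SD of noise, on plates passing a quality check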;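 note: median bead fluorescence of bound FAM aptamer so fluorescent compounds give negative values; no value below 0 was filed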
# JMJD2C inh: inhibitors of human GASC-1 (JMJD2C) demethylase; Q9H3R0; inhibition, % at 2.35 µM; GST-JMJD2C(1-420) H3K9me3 demethylation, DELFIA europium; actives 0.069% (n = 330,000);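 active = more than half of a compound's replicate wells show inhibition beyond 50%, single wells judged on their own value; inconclusive = some, but no more than half, of replicates pass 50% inhibition; inactive = no replicate passes 50% inhibition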;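 note: signal counts dimethyl H3K9 product captured on neutravidin plate; 0% = median of DMSO wells and 100% = 0.3 times that DMSO median; strong numbers were not always called active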
# AGP1-GFP MLPCN: alters AGP1-GFP fluorescence in TOR pathway yeast screen | S. cerevisiae AGP1-GFP multiplex flow cytometry, 3 h; GFP as percent of DMSO wells | GFP response vs DMSO, % at 10 µM | actives 0.02% (n = 320,000) | AID 2066;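 active = GFP response relative to DMSO above a set limit, near screen average plus 3 SD, cut at about 150% in these data; inconclusive = fewer than 70 cells counted for the yeast strain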;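 note: median GFP channel fluorescence of the gated AGP1 strain per well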
# MEP2-GFP yeast: alters MEP2-GFP fluorescence in TOR pathway yeast screen; S. cerevisiae MEP2-GFP strain, flow cytometry GFP, 3 h; 100% = DMSO control level; GFP response vs DMSO, % at 10 µM; actives 0.51% (n = 330,000);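 active = GFP response versus DMSO above a set limit, roughly screen mean plus 3 SD, cut at about 180% in these data; inconclusive = fewer than 70 cells counted for a yeast strain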;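 note: median GFP fluorescence of the barcode-gated MEP2-GFP cells per well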
# An asterisk follows results filed as active; i = inactive; ? = inconclusive; nt = no result given; [ ] = another dose, or the depositor's remark. Rows are unselected (roughly 1.7% active in at least one column).
SMILES,LAP4-GFP MLPCN,VLA-4 inh,RPL19A TOR yeast,CIT2-GFP yeast,GRK2 aptamer HTS,JMJD2C inh,AGP1-GFP MLPCN,MEP2-GFP yeast
Cc1ccc(NC(=O)CSc2nnc(CNC(=O)c3ccco3)n2C)cc1,93,-12,102,107,0,?,100,105
CCOC(=O)c1ccc(NC(=O)c2nc[nH]c2C(=O)N[C@H](C)c2ccccc2)cc1,116,-14,103,96,1,-12,95,103
Cc1ccc2[nH]c3c(c2c1)CCN1C(=O)OC(C)(C)C31C (stereo unspecified),106,0,95,106,4,-2,102,95
Cc1ccc(C(=O)NC2(C(F)(F)F)N=C3SCCN3C2=O)cc1 (stereo unspecified),96,-1,100,nt,0,-11,102,100
Cc1nc2c(C)cccc2cc1C(=O)N/N=C/c1cccc([N+](=O)[O-])c1,102,1,99,101,4,-2,93,108
COc1ccc(NC(=O)COC(=O)CNC(=O)C2CCCCC2)cc1,?,0,?,90[may fluoresce red],2,17,?,?
CN(C(=O)c1cccc(C#N)c1)c1nnc(C2CCOC2)s1 (stereo unspecified),93,11,98,95,3,-21,98,96
CC(NC(=O)NCC1CCCO1)(C(F)(F)F)C(F)(F)F (stereo unspecified),88,-1,92,91,0,7,85,89
CN(CC(=O)Nc1ccccc1Sc1ccccc1)Cc1nc2ccccc2c(=O)[nH]1,97,-6,103,86,3,-5,96,99
COc1ccc(OC)c(C2=Nn3c(nnc3-c3ccco3)SC2)c1,99,6,106,112,3,1,102,105
C/C(=N\NC(=S)Nc1c(C)cccc1C)c1ccc(O)cc1,110,11,97,90,0,17,104,95
CCOC(=O)c1cc(-c2ccc(OC)cc2F)nc2c1c(C)nn2CCC#N,106,9,nt,109,0,11,101,101
O=C1CCCN1CCCNS(=O)(=O)c1ccc(F)c(F)c1,92,-5,97,96,0,3,96,91
CCN1CCN(Cc2c(O)ccc3c2O/C(=C\c2ccc(C)cc2)C3=O)CC1,105,3,110,104,0,-1,112,112
COc1ccc(NC(=O)C(=S)NC2CCCCC2)cc1,96,-14,99,100,31,10,105,107
O=C(CC(=O)N1CCN(c2ccccn2)CC1)Nc1ccc2nc3n(c(=O)c2c1)CCCCC3,108,9,101,103,0,9,106,100
Cc1ccc(NC(=O)CN(c2ccc(Cl)cc2)S(=O)(=O)c2cc([N+](=O)[O-])ccc2Cl)c(C)c1,98,1,98,104,1,17,103,102
COc1ccccc1-c1c(C)nn2c(N3CCC(C(N)=O)CC3)cc(C)nc12,97,15,99,106,3,-2,100,108
CCCCCC(=O)Nc1nc(C)c(-c2csc(Nc3cc(Cl)ccc3C)n2)s1,102,23,105,85,1,3,90,92
CCc1noc(C)c1C(=O)Nc1ccc(F)c(F)c1F,108,10,102,96,0,6,107,104
CC1CCN(C(=O)COc2ccc3ccccc3c2Br)CC1,112,-1,111,99,0,-7,101,124
COc1ccc(-c2cnn(-c3ccccc3)c2N)cc1OC,111,1,105,100,3,8,100,105
Cc1c([N+](=O)[O-])ccc(S(=O)(=O)N2CCC(C(N)=O)CC2)c1C,94,0,93,92,1,1,90,90
C=CCSc1nnc2nc3c(nn12)c1cc(C)ccc1n3CC=C,109,0,104,97,0,30,106,106
CSCCC(NC(=O)COc1ccccc1)C(=O)N(C)Cc1ccc(F)cc1 (stereo unspecified),104,38,97,100,4,2,104,102
# The list goes on:
SMILES,LAP4-GFP MLPCN,VLA-4 inh,RPL19A TOR yeast,CIT2-GFP yeast,GRK2 aptamer HTS,JMJD2C inh,AGP1-GFP MLPCN,MEP2-GFP yeast
C=CCN1C(=O)c2cccc3c(Br)ccc(c23)C1=O,98,-6,95,100,4,-5,102,99
CCC(C)c1ccc(OCC(=O)Nc2cccc(C(=O)Nc3ccc(C(=O)O)cc3)c2)cc1 (stereo unspecified),79,5,94,100,4,-8,91,89
O=C(O)c1ccccc1-c1ccccc1C(=O)NNc1ccc([N+](=O)[O-])cc1,109,-8,107,131,6,-5,117,106
COC(CN(C)C(=O)C1CCC(CNS(=O)(=O)c2ccc(C)cc2)CC1)OC (stereo unspecified),86[may fluoresce violet],13,88[may fluoresce violet],?,34,5,90[may fluoresce violet],99[may fluoresce violet]
CC(C)C(NC(=O)CN1C(=O)c2cccc3cccc1c23)C(C)C,88,13,102,99,1,1,96,102
CC(C)(C)NC(=O)C(c1cccs1)N(C(=O)C(=O)NC1CCCC1)c1ccccc1F (stereo unspecified),99,20,102,101,0,-13,103,102
CCOC(=O)/C=c1\s/c(=C\c2ccc3cc(OC)ccc3c2)c(=O)n1CC(=O)NCc1ccc2c(c1)OCO2,104,-6,98,103,1,10,99,97
CCN1C(=O)c2ccccc2S(=O)c2ccc(C(=O)N3CCN(C(=O)c4ccco4)CC3)cc21 (stereo unspecified),111,8,102,104,0,24,105,104
Cc1snc(SCC(=O)c2ccc(Cl)cc2)c1C#N,116,-4,91,81,2,-15,86,96
Cc1cc(C)n2c(nc3ccccc32)c1C(=O)NN,127,6,103,109,1,-3,110,97
Cc1cccc(N2C(=O)c3cccc4c(N5CCCCC5)c([N+](=O)[O-])cc(c34)C2=O)c1C,99,6,97,90,2,4,124,91
N#Cc1nc(-c2ccccc2F)oc1NCc1ccccc1,101,10,97,86,0,3,90,93
CCCc1cc2c(OC(=O)CC)c(-c3ccc(C(=O)OCC)o3)c(=O)oc2cc1OC,86,16,95,83,0,-11,85,92
CCOc1ccccc1-n1c(CNc2ccc(F)cc2)nnc1SCC(=O)NCc1ccco1,87,-2,86,94,3,5,nt,83
CCN(CC)c1ccc2c(Nc3ccccc3)c(C=O)c(=O)oc2c1,98,-3,97,102,0,4,106,98
N#Cc1cc(-c2ccccc2)nn1-c1ccccc1,98,0,111,102,2,-7,95,104
Cc1ccccc1NC(=O)N1CCCC(c2nc(-c3ccc(C(C)C)cc3)no2)C1 (stereo unspecified),90,3,98,92,2,3,95,94
CCc1ccc(OCCSc2nc3ccccc3n2CCC(=O)O)cc1,92,5,104,107,7,0,99,110
O=C(/C=C/c1ccco1)Nc1nnc(-c2ccco2)s1,98,1,91,91,1,i,91,95
CC(C)=C1C2CCC1C1C(=O)N(NC(=O)COc3ccc(Cl)c(C)c3)C(=O)C21 (stereo unspecified),90,11,99,100,2,-6,97,97
COCCCn1c(=O)c2sccc2n(Cc2cccc(F)c2)c1=O,105,17,98,97,2,-1,103,100
O=C(NCCS(=O)(=O)N1CCN(c2cccc(Cl)c2)CC1)c1ccc2c(c1)OCO2,112,6,98,102,0,-10,105,96
Cc1cccc(NC(=O)CS(=O)(=O)c2cn(CC(=O)N3CCOCC3)c3ccccc23)c1,70[may fluoresce violet],9,43*[may fluoresce violet],?,0,6,?,187*[may fluoresce violet]
Cn1c(C(=O)Nc2ccc(Cl)cc2)cc2cc(Cl)ccc21,86,6,103,120,0,8,113,108
CSc1ccccc1NC(=O)CN(C)C(=O)Cc1c[nH]c2ccccc12,109,0,102,98,2,-3,111,104
# More compounds follow.
SMILES,LAP4-GFP MLPCN,VLA-4 inh,RPL19A TOR yeast,CIT2-GFP yeast,GRK2 aptamer HTS,JMJD2C inh,AGP1-GFP MLPCN,MEP2-GFP yeast
CN(Cc1cccc(F)c1)C(=O)c1ccc(S(=O)(=O)N2CCCCCC2)cc1,100,6,90,84,0,15,95,91
COc1ccc2nccnc2c1[N+](=O)[O-],122,6,100,102,3,-2,107,94
Cc1ccc(C(=O)Nc2nnc(SCC(=O)N3CCCc4ccccc43)s2)cc1,94,14,99,95,1,17,95,98
CC(=O)Nc1ccc(N/C=C(\C#N)S(=O)(=O)c2ccc(Cl)cc2)cc1,93,21,103,100,0,-36,101,103
CC(C)C[C@H](NC(=O)Nc1ccc(S(N)(=O)=O)cc1)C(=O)O,100,30,97,102,0,8,99,98
Cc1ccsc1/C=C/c1ccc2cccc(O)c2n1,132,-3,102,95,1,-18,94,105
O=C(NC(=S)Nc1cccnc1)c1cccc(Br)c1,101,-11,101,92,0,-1,78,108
Cc1ccc(CNC(=O)CNC(=O)[C@@H]2Cc3ccccc3CN2C(=O)OC(C)(C)C)cc1,98,-96,102,101,12,-10,93,99
Cc1cc(-c2c(C)[nH]n(-c3ccc(Cl)cc3)c2=O)n[nH]1,91,-1,92,91,0,22,90,86
Clc1ccc(SCCOCCN2CCCCC2)cc1,88,15,99,106,14,9,92,94
O=C(Nc1ccc(CN2CCCCC2)cc1)c1ccc(Br)o1,98,10,97,104,0,-4,108,103
CN(C)c1cccc2c1C(=O)c1ccccc1C2=O,100,2,99,101,0,0,100,102
O=C(NCCCN=C1NS(=O)(=O)c2ccccc21)c1ccc(S(=O)(=O)N2CCOCC2)cc1,115,0,101,108,0,5,103,97
COc1cc(C)nc(Oc2ccc(/C=N/O)cc2)n1,89,13,90,82,0,-12,87,98
CC(=O)Nc1cccc(Oc2cc(C#N)c(C#N)cc2N2CCCCCC2)c1,102,2,102,91,5,10,98,99
Cc1ccc(Cn2nnc3c(=O)n(Cc4ccccc4C)cnc32)cc1,101,-5,102,101,3,-12,102,96
Cc1cccc(C)c1NS(=O)(=O)c1cc2c3c(c1)CC(=O)N3CCC2,95,-6,94,102,0,54*,97,112
O=C1C2C3C=CC(CC3)C2C(=O)N1c1ccccc1[N+](=O)[O-] (stereo unspecified),103,22,99,99,3,19,102,102
CCOc1ncccc1C(=O)NCC(c1ccco1)N1CCCCC1 (stereo unspecified),94,11,95,93,0,-3,97,97
O=C(Nc1ccccc1)C1CCN(C(=O)c2ccco2)CC1,96,10,101,107,1,0,102,92
Cc1cc(C(=O)COC(=O)CNC(=O)c2ccc(Cl)c(Cl)c2)c(C)n1Cc1ccco1,98,-7,109,99,2,-1,102,102
COc1ccc(N(CC(=O)NCc2ccccc2OC)S(=O)(=O)c2ccccc2[N+](=O)[O-])c(OC)c1,99,15,96,97,0,-13,100,100
Cc1nn(-c2ccccc2)c(-c2ccccc2)c1C(=O)O,97,-3,107,111,1,-2,104,101
Cc1ccc(-c2noc(C3CCCN(S(=O)(=O)c4ccc(S(=O)(=O)N(C)C)cc4)C3)n2)o1 (stereo unspecified),91,11,109,60,0,-1,69,93
CCOC(=O)c1cc(-c2ccccc2)n(CC(=O)Nc2cccc(OC)c2)c1C,98,12,95,87,0,0,123,97
# The list goes on.
SMILES,LAP4-GFP MLPCN,VLA-4 inh,RPL19A TOR yeast,CIT2-GFP yeast,GRK2 aptamer HTS,JMJD2C inh,AGP1-GFP MLPCN,MEP2-GFP yeast
CCCCSc1nc2c(=O)[nH][nH]c(=O)c2n1Cc1ccccc1,85,-6,93,90,0,14,93,99
CC1CCC2(CC1)NC(=O)N(CC(=O)NC1CCCCC1C)C2=O (stereo unspecified),101,1,103,102,2,-4,107,103
O=C1c2cccc3cc(Br)cc(c23)C(=O)N1Nc1ccccc1,100,-12,93,91,4,-26,98,100
Cc1ccc2[nH]c(=O)c(CN(Cc3ccco3)C(=O)N3CCOCC3)cc2c1,97,1,101,91,0,3,100,95
O=C1NN(c2ccc(Cl)c(Cl)c2)C(=O)/C1=C/c1ccc(-c2ccccc2C(=O)O)o1,101,25,102,97,8,7,94,103
CCc1c(C)sc(NC(=O)Cc2ccccc2C)c1C(=O)N1CCOCC1,94,4,100,98,5,-1,100,99
COc1ccc(Cn2nnnc2CN2CCC(c3nc4ccccc4s3)CC2)cc1,108,3,nt,98,0,4,99,102
Cc1ccc2[nH]c(-c3ccccc3)c(CN3CCOCC3)c(=O)c2c1,88,6,92,85,2,-1,85,94
O=C1CN(C(=O)COC(=O)c2ccc(Br)o2)c2ccccc2N1,105,-3,101,104,1,3,106,112
Cc1ccc(NC(CC(=O)c2ccccc2)c2ccc(F)cc2)cc1 (stereo unspecified),108,nt,106,106,1,-10,108,106
